# SIAE inh: inhibitors of human sialic acid acetylesterase SIAE; SIAE FP-Rh probe binding, fluorescence polarization; 370,000 tested, 0.69% active; inhibition, % at 9.66 µM; Q9HAT2; AID 1053197;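 active = inhibition above a cutoff: mean of compounds within the control limits plus 3 SD of those, cut at about 17% in these data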;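 note: 0% = plate median of compound wells and 100% = probe without SIAE protein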
# Target sequence (Q9HAT2 whole entry, looked up): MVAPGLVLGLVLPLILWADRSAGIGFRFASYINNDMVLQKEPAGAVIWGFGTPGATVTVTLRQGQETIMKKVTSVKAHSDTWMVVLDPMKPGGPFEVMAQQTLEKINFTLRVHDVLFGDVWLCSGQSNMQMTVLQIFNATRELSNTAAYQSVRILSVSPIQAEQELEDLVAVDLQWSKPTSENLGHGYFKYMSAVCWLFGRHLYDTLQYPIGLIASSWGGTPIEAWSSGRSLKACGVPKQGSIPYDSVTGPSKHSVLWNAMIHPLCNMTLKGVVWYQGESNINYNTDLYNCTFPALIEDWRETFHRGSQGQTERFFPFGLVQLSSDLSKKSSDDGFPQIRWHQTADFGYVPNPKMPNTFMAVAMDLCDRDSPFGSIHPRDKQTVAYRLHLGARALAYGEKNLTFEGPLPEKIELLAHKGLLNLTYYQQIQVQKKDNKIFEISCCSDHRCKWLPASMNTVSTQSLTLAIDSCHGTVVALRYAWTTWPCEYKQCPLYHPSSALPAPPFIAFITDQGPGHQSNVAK
# HTRA1 inhibitor: HTRA1 (human) protease inhibition; Q92743; recombinant HTRA1, FP-rhodamine activity-based probe, fluorescence polarization; inhibition, % at 5.96 µM; 340,000 tested, 0.5% active; in the data active = inhibition above about 36%;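 note: 0% = enzyme with DMSO and 100% = wells lacking enzyme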
# TDP2 absorb: TDP2 (human) inhibition, absorbance primary screen. inhibition, % at 12.8 µM. recombinant TDP2, T5PNP hydrolysis, p-nitrophenol absorbance 415 nm. O95551. 370,000 tested, 0.34% active;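 active = inhibition above the mean of all tested compounds plus 3 SD, set per campaign, cut at about 25% in these data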;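 note: 0% = DMSO with enzyme and 100% = buffer with substrate but no TDP2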
#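 Read-out basis: percent inhibition. System: recombinant human TDP2. Buffer or medium: Mg2+-containing Tris-HCl buffer, pH 7.5. Repeats: single replicate. Timing: reaction 2 h, 37 °C. Benchmarks: high control without enzyme, low control DMSO plus TDP2. Probe or stimulus: 5 mM T5PNP. Doses: 12.8 µM only. Measured by: epi absorbance of p-nitrophenol freed from T5PNP by hydrolysis.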
# PRMT1 FP inh: blocks human protein arginine methyltransferase 1; Q99873; recombinant PRMT1, activity-based probe fluorescence polarization; inhibition, % at 2.79 µM; 370,000 tested, 1.3% active;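 active = inhibition above about 21% made by adding two undisclosed values, limit read from the data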
# UHRF1 binding: human UHRF1 methylated DNA binding inhibitors. Q96T88. UHRF1 binding to methylated oligo, TR-FRET. inhibition, % at 4.4 µM. 370,000 tested, 0.75% active. AID 687016; in the data active = inhibition above about 21%;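 note: UHRF1 SRA domain binding a hemimethylated CpG hairpin DNA probe; 0% = median of test compound wells and 100% = reference inhibitor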
# LEDGF integ inh: blocks HIV-1 LEDGF/p75-dependent DNA integration | inhibition, % at 3.7 µM | TR-FRET IN-LEDGF/p75 DNA integration, Eu/Cy5 | 370,000 tested, 0.64% active | AID 743269;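 active = inhibition above the screen-wide mean plus 3 SD, cut at about 13% in these data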;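 note: signal is the Cy5 over europium emission ratio at 671 and 618 nm; 0% = plate median of compound wells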
# ABHD4 inh: inhibits mouse alpha/beta hydrolase domain 4 | Q8VD66 | purified mABHD4, FP-Rh probe fluorescence polarization | inhibition, % at 8.92 µM | 370,000 tested, 0.54% active;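 active = inhibition exceeding the mean over every tested compound plus 3 SD, cut at about 30% in these data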;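 note: 0% = plate median of compound wells and 100% = S159A mutant with DMSO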
# Target sequence (Q8VD66 whole entry, looked up, the tested form may be a part): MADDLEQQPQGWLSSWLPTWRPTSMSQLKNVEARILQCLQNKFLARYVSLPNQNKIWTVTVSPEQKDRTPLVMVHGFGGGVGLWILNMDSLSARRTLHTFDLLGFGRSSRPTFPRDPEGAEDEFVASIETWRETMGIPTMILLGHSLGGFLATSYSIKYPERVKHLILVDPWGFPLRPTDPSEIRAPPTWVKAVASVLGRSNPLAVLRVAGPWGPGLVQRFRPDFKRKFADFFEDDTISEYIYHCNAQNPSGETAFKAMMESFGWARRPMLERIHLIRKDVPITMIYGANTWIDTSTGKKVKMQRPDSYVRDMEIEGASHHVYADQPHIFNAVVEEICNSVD
#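 Test system: mABHD4 protein; Read-out basis: % inhibition; Incubation: 45 min + 60 min at 25 °C; Repeats: single replicate; Technique: fluorescence polarization with parallel and perpendicular emission, 525/598 nm; Compound: 8.92 µM, single dose; Benchmarks: full inhibition S159A mutant plus DMSO, zero as sample-well median.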
# TCR-CD3 inh: blocks the human TCR-CD3 interaction; TAMRA-labeled TCR probe fluorescence, biochemical; inhibition, % at 9.4 µM; 360,000 tested, 0.37% active; in the data active = inhibition above about 19%;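 note: recombinant mutant TCR 2C K166C tagged with TAMRA read by polarization; 0% = receptor in buffer alone and 100% = receptor with positive control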
# PG9 binder: binds the HIV-1 gp120 antibody PG9. TR-FRET gp120-PG9 antibody binding. inhibition, % at 6.7 µM. 360,000 tested, 0.43% active. AID 624416; in the data active = inhibition above about 8.5%
# DDE Tn7 FP inh: DD(E)-Tn7 binding inhibition, primary FP screen; FP displacement of FITC-Tn7 peptide from fibrin DD(E); 0% = median of compound wells per plate; inhibition, % at 8.3 µM; 370,000 tested, 0.13% active; AID 720508;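 active = inhibition above the mean of compounds falling within the control limits plus 3 SD of them, cut at about 14% in these data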;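 note: 0% = plate median of compound wells and 100% = 10 µM Aha-Tn7 peptide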
#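 Test system – human fibrin DD(E) · Times – 10 min preincubation, 3 h with tracer, room temperature · Detection – fluorescence polarization of the labelled Tn7 tracer · Measure – percent inhibition normalized to high-control wells · Benchmarks – high control wells with 10 µM unlabelled Aha-Tn7 peptide (full inhibition) · Repeats – singlicate testing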
# An asterisk follows results filed as active; nt = not tested or not shown.
SMILES,SIAE inh,HTRA1 inhibitor,TDP2 absorb,PRMT1 FP inh,UHRF1 binding,LEDGF integ inh,ABHD4 inh,TCR-CD3 inh,PG9 binder,DDE Tn7 FP inh
COC(=O)c1ccc(CN(C(C)=O)c2ccccc2)o1,-1.9,-4.3,0.2,1.4,-0.8,1.3,0.3,0.7,0.8,1.2
O=C(NCCO)c1cccc(-c2cc(Nc3ccc(OC(F)(F)F)cc3)ncn2)c1,-49.8,nt,-2.5,4.5,1.2,-8.2,-59.6,-7.2,-3.2,1.8
COc1ccc(C(=O)OCCOc2cccc(Cl)c2)cc1S(=O)(=O)N1CCOCC1,3.0,-13.3,-3.4,-0.9,0.3,-3.8,-9.7,-0.8,-1.1,-0.9
COc1ccc2c(c1)[nH]c1c(=O)n(/N=C/c3ccc(OC)c(CN4CCCCC4)c3)cnc12,3.6,-5.4,4.9,5.7,0.0,-0.2,4.8,-3.4,0.5,-4.8
O=C(Nc1cccnc1Cl)c1noc2c1CCc1ccccc1-2,-3.3,-5.0,-4.7,-0.5,-1.0,-4.7,-5.1,-3.1,0.5,3.3
O=C1OCCC1Sc1nnc(-c2ccc(Br)cc2)o1 (centres undefined),0.3,2.7,4.6,-0.3,6.5,3.3,-9.5,6.4,-4.1,-4.3
COc1ccccc1CN1CCNC(=O)C1CC(=O)NCC1CCOCC1 (centres undefined),3.4,2.4,3.4,-0.2,-2.5,0.4,1.9,9.8,-1.4,-1.1
COC(=O)c1cccc(NS(=O)(=O)c2ccc(OC)c(OC)c2)c1C,-4.3,3.9,14.3,1.7,3.4,1.7,-0.9,-7.5,0.0,1.3
Nc1n[nH]c(-c2ccccc2[N+](=O)[O-])n1,-1.1,-1.7,-2.8,0.5,2.7,-1.9,2.1,-1.3,0.0,3.5
Cc1ccc(Nc2nnc(SCc3ccccc3)s2)cc1,3.1,-3.5,-0.3,0.2,-0.8,-0.1,1.3,-1.0,-2.0,-2.8
CC(C)CCN1CCN(Cc2cn[nH]c2C2CCCCC2)CC1CCO (centres undefined),-6.5,3.5,-21.3,-2.4,1.5,10.4,-9.9,-14.7,0.3,4.3
Nc1cc(=O)[nH]c(SCc2ccc(Cl)cc2)n1,6.2,-0.4,-8.6,1.3,3.3,3.3,-1.4,-3.6,2.6,3.7
O=C(NCCc1cccc(F)c1)C1CCC(=O)N(CCCc2ccccc2)C1 (centres undefined),5.1,-2.5,7.4,-1.1,1.6,-1.2,5.2,-3.9,-1.1,-0.9
CCOC(=O)c1ccc(NC(=O)CN2CCN(CCN=CC3=C(O)CC(C)(C)CC3=O)CC2)cc1,1.1,4.9,-4.7,-3.4,5.7,3.7,-1.0,3.3,-0.8,1.5
COC(=O)C1=C(O)/C(=C\c2ccc(OCC(=O)Nc3ccc(OC)cc3)cc2)N=C1C,-2.9,0.2,-0.9,-0.5,-7.9,4.7,-1.3,4.7,-8.5,0.0
Cc1cc(NC(=O)CCSc2ccc(Cl)cc2)no1,5.0,7.2,8.6,3.5,8.0,-2.8,6.3,-3.0,-2.2,1.7
COc1ccc(Cn2c3ccc(OC)cc3c3nc4ccccc4nc32)cc1,-3.3,-1.4,-6.6,3.0,1.7,-1.1,-1.9,6.2,-0.9,-0.4
CCN(CC)S(=O)(=O)c1ccc(C)c(C)c1,-5.0,0.4,1.8,0.4,0.6,-4.0,6.4,-1.6,-0.6,2.3
O=C(CN1CCCN(S(=O)(=O)c2ccc(F)cc2)CC1)Nc1c(Cl)cccc1Cl,-0.8,-5.8,-4.0,2.7,-0.3,-0.6,-1.8,-4.5,-2.0,6.3
Cc1cccc(C)c1NC(=O)C1c2ccccc2OCC(=O)N1Cc1ccccc1 (centres undefined),3.1,nt,4.4,-0.1,0.1,3.1,0.0,-2.5,0.9,4.2

# Single records, from the list above. Screens in order: SIAE inh | HTRA1 inhibitor | TDP2 absorb | PRMT1 FP inh | UHRF1 binding | LEDGF integ inh | ABHD4 inh | TCR-CD3 inh | PG9 binder | DDE Tn7 FP inh
# Shown for Nc1n[nH]c(-c2ccccc2[N+](=O)[O-])n1 = -1.1 | -1.7 | -2.8 | 0.5 | 2.7 | -1.9 | 2.1 | -1.3 | 0.0 | 3.5
# Shown for CC(C)CCN1CCN(Cc2cn[nH]c2C2CCCCC2)CC1CCO (centres undefined) = -6.5 | 3.5 | -21.3 | -2.4 | 1.5 | 10.4 | -9.9 | -14.7 | 0.3 | 4.3

# More results.
SMILES,SIAE inh,HTRA1 inhibitor,TDP2 absorb,PRMT1 FP inh,UHRF1 binding,LEDGF integ inh,ABHD4 inh,TCR-CD3 inh,PG9 binder,DDE Tn7 FP inh
CCSc1nc(C)cc(Oc2ccc(=O)n(C)n2)n1,3.4,3.1,2.1,2.3,0.8,-3.1,2.0,-5.0,2.5,4.5
COc1ccc(C(CNC(=O)c2cc3c(s2)CCC(C)C3)N2CCOCC2)cc1 (centres undefined),-3.2,-10.5,-8.8,-2.3,-2.4,3.4,0.2,4.4,1.0,6.9
CCC(C)Nc1nnc(SCC(=O)c2c(N)n(C3CC3)c(=O)[nH]c2=O)s1 (centres undefined),3.6,1.2,-10.6,14.4,-0.7,5.6,-1.8,-2.0,-0.3,-8.1
CC1CCCN(C(=O)Cn2nnc(-c3ccc(S(C)(=O)=O)cc3)n2)C1 (centres undefined),12.0,3.6,-4.2,-6.2,-2.6,3.4,1.3,2.7,-2.5,-6.9
CCN(CC)CCn1c(NCc2cccc(OC)c2OC)nc2ccccc21,2.6,-2.8,14.6,-3.2,0.7,0.9,4.4,-0.6,-1.9,-10.5
COc1ccc(CNC(=O)C2CCN(S(=O)(=O)c3ccccc3)CC2)cc1,-2.4,5.9,-5.9,3.2,4.2,-5.2,-7.3,-8.6,-0.4,3.9
O=C(NCCc1ccccc1)c1ccc2c(c1)OCO2,-8.8,-1.1,-0.9,5.0,-0.1,-2.0,4.6,0.7,0.3,-4.3
CN1/C(=C/C=C(C#N)C#N)C(C)(C)c2ccccc21,24.6*,-5.9,-10.1,-2.6,7.4,8.3,-6.7,-13.9,-1.0,-7.6
CC(OC(=O)C1CCCO1)C(=O)NC1CCCC1 (centres undefined),-8.6,-2.6,0.8,1.1,-0.5,0.1,3.9,-0.8,0.5,-1.7
COc1ccc(CC(=O)O/N=C(\N)c2ccccc2)cc1OC,0.2,-0.6,-3.5,-1.8,3.1,-1.6,-0.3,0.3,-1.5,-4.2
COc1ccc(CNS(=O)(=O)CCNC(=O)c2ccc3c(c2)OCO3)cc1,1.5,-2.6,-17.3,0.6,0.7,-3.6,1.2,2.6,0.5,-0.7
C[C@H]1CN([C@@H](C)CO)C(=O)c2cc(NS(=O)(=O)c3ccc(F)cc3)ccc2O[C@H]1CN(C)S(=O)(=O)c1cn(C)cn1,4.8,1.4,6.1,-2.1,-1.7,0.4,7.8,1.6,0.2,2.7
O=C(NC1CCCCC1)c1ccc2snnc2c1,-4.8,4.7,-21.1,8.7,3.1,-1.8,-7.9,6.5,1.0,-1.1
CN(CC(=O)N1CCN(c2ccccc2F)CC1)S(=O)(=O)c1cnc[nH]1,5.4,12.1,-6.2,-1.5,2.1,-1.8,-1.3,-8.6,0.4,-2.5
CC(C)c1ccc(/C=C/C(=O)NCCC2=CCCCC2)cc1,-4.4,-22.3,-11.6,-2.8,3.8,2.4,-10.2,5.3,-3.6,1.6
CCn1c(C(C)NC(=O)c2ccccc2C)n[nH]c1=S (centres undefined),1.8,-0.1,-9.7,-0.3,-3.1,3.5,1.3,1.0,-2.3,-9.9
COc1cccc(C(=O)COC(=O)c2cccs2)c1,-5.3,-4.6,2.2,-0.9,-1.3,0.4,4.6,-1.3,-1.4,2.7
O=C(NCc1ccc(F)cc1)C(c1ccccc1)N(C(=O)c1csnn1)C1CC1 (centres undefined),-0.3,-4.1,-2.4,-0.8,-1.8,-0.2,4.5,-5.1,-3.3,-4.5
COc1ccccc1NC(=O)C1C2C=CC3(CN(Cc4cccnc4)C(=O)C13)O2 (centres undefined),-4.6,-3.1,-4.5,0.0,-0.9,-1.8,2.5,1.5,0.6,0.4
Cc1cc2occ(CC(=O)NC3=NCCS3)c2cc1C(C)C,-11.0,-2.4,-9.1,-1.9,2.3,12.0,-9.3,-1.9,0.8,-2.8
Cc1nn(Cc2ccc(Cl)cc2Cl)c(C)c1NC(=O)C1C2CCC(O2)C1C(=O)O (centres undefined),20.2*,-5.2,-4.5,1.8,2.0,-2.1,0.1,4.0,-1.5,-2.1
CN(CC(=O)Nc1ccccc1Br)C(=O)CN1CCN(Cc2ccc(Cl)cc2)CC1,2.8,10.4,3.1,2.3,6.8,-3.6,5.2,-7.3,-0.4,3.0
O=C(NC1CCCCN(Cc2cccc(Cl)c2)C1=O)c1cccs1 (centres undefined),-2.4,nt,-8.8,-3.1,8.5,3.6,0.2,nt,nt,-3.1
CCN(C(=O)c1cc2c(s1)-c1ccccc1OC2)c1cc(OC)ccc1OC,-4.4,-38.0,7.8,-2.5,-2.2,0.2,-20.7,3.1,-1.5,3.8
CC(=O)Nc1ccc(S[C@@H](CCN2CC[C@H](O)CCC2=O)c2ccccc2)cc1,2.6,-2.3,3.9,35.8*,-1.5,2.4,-3.5,-2.1,-1.5,-5.7
O=C(NC1CCCCC1)c1cccc2c1C(=O)c1ccc(N3CCCC3)cc1S2(=O)=O,-19.9,-2.7,-2.1,4.0,-8.0,2.7,-9.6,-1.4,-2.0,-6.8
S=C(N/N=C1\CCc2ccccc21)NC1CCCCC1,9.7,-7.3,3.5,4.2,-2.2,-1.5,11.0,-5.1,0.2,1.0
CC(=O)c1c(O)cc(O)cc1CC(=O)O,7.6,-0.2,-3.2,2.3,-1.0,2.7,-8.4,-7.3,-2.9,1.7
CC1=CC(C)(C)N(C(=O)CSc2nncn2C)c2ccccc21,-2.3,-2.4,-0.5,3.3,1.5,0.1,-0.5,-3.9,1.3,3.8
CCc1cc(-c2nc(N)ncc2-c2ccc(Br)cc2)c(O)cc1OC,0.9,-2.3,6.5,-0.1,-3.8,0.7,-4.3,-3.9,-1.0,1.6
CSc1ccc(C(=S)N2CCN(C(c3ccccc3)c3ccccc3)CC2)cc1,6.9,-1.5,-6.5,7.5,-0.2,-0.6,-1.3,1.9,-0.7,4.8
CC1CN(CC(=O)Nc2nc(-c3ccc(Cl)cc3)cs2)CC(C)O1 (centres undefined),-7.0,-11.9,-12.2,-3.5,-3.5,3.3,-5.4,0.3,-1.1,-4.7
CCCCCCCCCCCC(=O)c1c(O)cccc1O,-9.8,11.9,-2.2,1.8,3.0,2.1,-20.4,-5.8,1.1,1.7
COC(=O)c1ccc(CSC2=NC[C@@H]3[C@@H]4C(=O)N(C)C(=O)[C@@H]4[C@](C)(C(=O)OC)N23)cc1,1.1,4.9,-0.8,4.6,1.9,2.6,-3.3,4.2,-1.0,-1.4
CCC(C(=O)N/N=C/c1cccnc1)c1ccccc1 (centres undefined),-3.5,1.0,7.2,0.5,-1.9,2.3,-3.9,9.2,-1.5,-1.2
